# Screening data from PubChem.
# Rin1 Abl inh = inhibitors of human Rin1-Abl protein interaction | P00519+Q13671 | TR-FRET Rin1/Abl binding, biochemical | inhibition, % at 7.35 µM | hit rate 0.4% among 360,000 | AID 588664; in the data active = inhibition above about 5%, passing the limit was not always enough
# Neddyl block = cullin neddylation inhibition | hit rate 0.58% among 360,000 | TR-FRET cullin neddylation, biochemical | calls only at 25 µM | P61081+Q13564 | AID 651699; in the data active = inhibition above about 36%
# MT1-MMP act inh = MT1-MMP (human) activation inhibition. P50281. HT1080 RFP-PRO-GFP cells, GFP/RFP ratio fluorescence, overnight; percent of plate control window, DMSO zero. GFP/RFP ratio change, % at 20 µM. hit rate 0.061% among 360,000. AID 651647;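 active = GFP/RFP ratio change of at least 30% with cell ATP level not reduced by more than half and red fluorescence within 50% of control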; note: strong numbers were not always called active
#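 Compound: 20 µM single dose, 1% DMSO / System: HT1080 RFP-PRO-GFP cells / Controls: DMSO and RFP-L50D-GFP cell wells / Read-out basis: GFP/RFP fluorescence ratio / Schedule: overnight compound exposure at 37 °C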
# SKN-1 block = C. elegans SKN-1 inhibition; C. elegans VP596 Pgst-4::GFP/RFP ratio, acrylamide-induced, 24 h; inhibition, % at 21.8 µM; hit rate 0.49% among 360,000;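 active = interference check ratio from 0.5 to 1.5 plus GFP to RFP signal ratio inhibition reaching or exceeding a fixed threshold, cut at about 30% in these data, passing the limit was not always enough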; note: some compounds called inactive have numbers as strong as hits
# bovine MsrA act = activates bovine MsrA enzyme; purified bovine MsrA, absorbance read-out; activation, % at 10.6 µM; hit rate 0.3% among 360,000; AID 602163; in the data active = activation above about 7.5%;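 note: 0% = vehicle and 100% = reference activator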
# E coli Lon inh = E. coli protease La inhibition. P0A9M0. purified E. coli Lon protease, fluorescence polarization. inhibition, % at 7.94 µM. hit rate 0.42% among 360,000. AID 602123; in the data active = inhibition above about 13%, passing the limit was not always enough;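 note: 0% = enzyme with probe and DMSO and 100% = no enzyme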
# CendR NRP1 mod = modulators of CendR peptide binding to human neuropilin-1. O14786. FAM-RPARPAR peptide binding to NRP-1, fluorescence polarization. inhibition, % at 25 µM. hit rate 0.85% among 360,000;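 active = inhibition or corrected inhibition above about 18%, plus a signal ratio from 0.5 to 1.5, limit read from the data, passing the limit was not always enough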; note: strong numbers were not always called active
# MLLE-PAM2 inh = blocks PAM2 peptide binding to the PABP1 MLLE domain; P11940; GST-MLLE / FITC-PAM2 fluorescence polarization; inhibition, % at 20 µM; hit rate 0.36% among 360,000; in the data active = inhibition above about 35%, passing the limit was not always enough;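 note: plate controls were DMSO wells with GST-MLLE for no effect and wells lacking GST-MLLE protein for full effect; some results filed as inactive read as strong as hits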
# FAS TE block = inhibitors of human fatty acid synthase thioesterase domain | hit rate 0.67% among 360,000 | recombinant FAS-TE, OMFH fluorogenic substrate, fluorescence endpoint | inhibition, % at 15 µM | P49327;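 active = compounds whose normalised, plate-corrected inhibition of enzyme fluorescence in the single-dose primary screen is 50% or more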;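 note: 0% = DMSO with enzyme and 100% = substrate without enzyme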
# Target sequence (P49327 whole entry, looked up, the tested form may be a part): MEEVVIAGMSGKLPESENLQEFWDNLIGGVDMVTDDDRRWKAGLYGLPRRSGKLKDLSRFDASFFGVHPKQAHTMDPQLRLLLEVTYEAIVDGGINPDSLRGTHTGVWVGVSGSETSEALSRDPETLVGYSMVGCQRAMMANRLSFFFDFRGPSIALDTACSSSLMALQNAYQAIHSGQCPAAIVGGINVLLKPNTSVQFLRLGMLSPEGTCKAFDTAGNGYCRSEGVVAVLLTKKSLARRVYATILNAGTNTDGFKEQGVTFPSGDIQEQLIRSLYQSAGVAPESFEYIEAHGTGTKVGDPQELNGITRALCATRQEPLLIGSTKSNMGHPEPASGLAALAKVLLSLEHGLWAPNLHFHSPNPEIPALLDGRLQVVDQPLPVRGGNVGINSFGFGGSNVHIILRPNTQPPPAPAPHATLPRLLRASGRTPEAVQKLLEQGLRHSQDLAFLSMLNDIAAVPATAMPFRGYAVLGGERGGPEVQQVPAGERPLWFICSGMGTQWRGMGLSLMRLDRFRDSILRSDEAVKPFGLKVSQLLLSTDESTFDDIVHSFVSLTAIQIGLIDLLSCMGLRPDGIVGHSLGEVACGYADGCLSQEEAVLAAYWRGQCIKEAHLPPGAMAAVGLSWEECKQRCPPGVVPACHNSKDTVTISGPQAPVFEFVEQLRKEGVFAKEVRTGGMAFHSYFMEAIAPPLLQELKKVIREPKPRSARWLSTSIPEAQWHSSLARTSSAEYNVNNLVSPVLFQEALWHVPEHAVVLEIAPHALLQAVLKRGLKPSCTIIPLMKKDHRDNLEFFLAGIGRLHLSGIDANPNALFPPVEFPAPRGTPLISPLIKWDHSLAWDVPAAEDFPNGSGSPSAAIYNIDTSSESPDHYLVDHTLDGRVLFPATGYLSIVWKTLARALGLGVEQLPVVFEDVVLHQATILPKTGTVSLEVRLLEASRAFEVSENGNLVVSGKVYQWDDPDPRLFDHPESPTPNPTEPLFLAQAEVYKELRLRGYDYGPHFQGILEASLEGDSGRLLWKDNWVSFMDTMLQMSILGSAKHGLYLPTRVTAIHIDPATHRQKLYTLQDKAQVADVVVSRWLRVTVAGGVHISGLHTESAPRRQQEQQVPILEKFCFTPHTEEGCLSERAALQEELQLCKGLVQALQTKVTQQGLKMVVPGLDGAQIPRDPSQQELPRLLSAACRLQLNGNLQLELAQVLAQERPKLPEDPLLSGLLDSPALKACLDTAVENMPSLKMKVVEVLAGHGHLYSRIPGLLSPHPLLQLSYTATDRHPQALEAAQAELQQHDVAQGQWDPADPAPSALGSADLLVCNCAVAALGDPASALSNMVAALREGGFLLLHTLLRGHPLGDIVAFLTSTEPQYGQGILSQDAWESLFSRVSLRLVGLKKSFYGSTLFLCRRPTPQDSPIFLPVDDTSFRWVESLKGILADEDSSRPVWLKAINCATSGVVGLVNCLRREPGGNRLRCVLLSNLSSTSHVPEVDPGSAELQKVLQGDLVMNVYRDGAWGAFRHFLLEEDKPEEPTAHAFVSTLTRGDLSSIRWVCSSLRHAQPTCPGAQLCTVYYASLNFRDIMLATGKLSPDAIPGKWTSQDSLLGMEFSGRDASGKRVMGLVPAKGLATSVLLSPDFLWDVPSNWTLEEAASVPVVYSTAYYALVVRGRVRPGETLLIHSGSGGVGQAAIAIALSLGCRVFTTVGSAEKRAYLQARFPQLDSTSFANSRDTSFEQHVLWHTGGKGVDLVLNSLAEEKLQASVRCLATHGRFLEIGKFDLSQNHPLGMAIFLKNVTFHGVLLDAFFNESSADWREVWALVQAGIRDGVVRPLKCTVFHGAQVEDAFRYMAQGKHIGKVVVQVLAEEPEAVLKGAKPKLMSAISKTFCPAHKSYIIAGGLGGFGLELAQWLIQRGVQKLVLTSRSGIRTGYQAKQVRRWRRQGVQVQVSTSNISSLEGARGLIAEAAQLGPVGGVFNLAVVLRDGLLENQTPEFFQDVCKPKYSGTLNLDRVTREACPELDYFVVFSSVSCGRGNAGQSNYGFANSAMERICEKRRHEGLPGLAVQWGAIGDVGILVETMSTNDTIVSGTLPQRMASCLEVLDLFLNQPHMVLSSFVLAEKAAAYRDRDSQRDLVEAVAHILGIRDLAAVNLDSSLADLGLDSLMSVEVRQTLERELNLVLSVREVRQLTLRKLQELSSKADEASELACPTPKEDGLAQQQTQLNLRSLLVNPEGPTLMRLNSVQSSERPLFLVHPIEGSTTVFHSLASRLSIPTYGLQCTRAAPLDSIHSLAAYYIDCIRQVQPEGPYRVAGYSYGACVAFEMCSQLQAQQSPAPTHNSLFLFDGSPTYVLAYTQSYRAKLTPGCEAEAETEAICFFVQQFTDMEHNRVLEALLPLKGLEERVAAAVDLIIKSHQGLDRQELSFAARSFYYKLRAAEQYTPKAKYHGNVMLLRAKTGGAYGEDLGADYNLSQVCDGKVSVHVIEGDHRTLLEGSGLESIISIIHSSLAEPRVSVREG
# * = called active by the depositor; i = inactive; x = no result given.
SMILES,Rin1 Abl inh,Neddyl block,MT1-MMP act inh,SKN-1 block,bovine MsrA act,E coli Lon inh,CendR NRP1 mod,MLLE-PAM2 inh,FAS TE block
CCNC(=O)c1nc[nH]c1C(=O)NCC,1,i,1,-30,-8,-8,-7,11,-1
O=C(O)C1CCCC[C@H]1C(=O)Nc1ncc([N+](=O)[O-])s1 (some centres undefined),3,i,3,16,-15,0,4,9,-11
CCOc1ccccc1Nc1nnc(SC(C)C(=O)Nc2nc(-c3ccccc3)cs2)s1 (centres undefined),0,i,-2,13,-2,-21,-2,-59,76*
C[C@H](CO)N1C[C@H](C)[C@@H](CN(C)C)Oc2c(NS(=O)(=O)c3cn(C)cn3)cccc2C1=O,2,i,1,4,4,-1,-8,-2,-7
Cc1ccc(C(=O)N(C)c2nnc(-c3ccncc3)s2)cc1,-4,i,0,-10,-3,-3,-8,7,-2
Clc1c(CSc2nc3ccccc3o2)nc2ccccn12,-1,i,-1,27,-2,3,7,10,3
CCn1c(SCC(=O)Nc2cc(NC(C)=O)ccc2OC)nnc1-c1ccccn1,1,i,-5,6,-1,-5,18,-1,-3
N#CC(C(=O)C1CCCCC1)c1nc2ccccc2[nH]1 (centres undefined),-1,i,-43,9,-1,-8,-2,-9,-5
O=C(Nc1cccc(Cl)c1N1CCCCC1)c1ccc2c(c1)OCCO2,-2,i,-2,-10,2,-1,-16,7,22
Cc1c(C(=O)NCc2ccc(Cl)c(Cl)c2)sc(=O)n1Cc1ccc(S(C)(=O)=O)cc1,1,i,7,8,1,3,-14,-9,24
CCOC(=O)c1ccc(NC(=O)c2cccc(S(=O)(=O)N3CCN(C(C)=O)CC3)c2)cc1,3,i,4,9,-2,-3,-1,-1,-4
CCC1(c2ccc(F)cc2)NC(=O)N(CC(=O)N2CC(=O)Nc3ccccc32)C1=O (centres undefined),1,i,-3,12,6,-6,5,-15,-4

# For reference, some entries already given:
SMILES,Rin1 Abl inh,Neddyl block,MT1-MMP act inh,SKN-1 block,bovine MsrA act,E coli Lon inh,CendR NRP1 mod,MLLE-PAM2 inh,FAS TE block
Cc1c(C(=O)NCc2ccc(Cl)c(Cl)c2)sc(=O)n1Cc1ccc(S(C)(=O)=O)cc1,1,i,7,8,1,3,-14,-9,24
CCOC(=O)c1ccc(NC(=O)c2cccc(S(=O)(=O)N3CCN(C(C)=O)CC3)c2)cc1,3,i,4,9,-2,-3,-1,-1,-4
CCC1(c2ccc(F)cc2)NC(=O)N(CC(=O)N2CC(=O)Nc3ccccc32)C1=O (centres undefined),1,i,-3,12,6,-6,5,-15,-4

# Next part:
SMILES,Rin1 Abl inh,Neddyl block,MT1-MMP act inh,SKN-1 block,bovine MsrA act,E coli Lon inh,CendR NRP1 mod,MLLE-PAM2 inh,FAS TE block
Nn1c(SCC(=O)Nc2cccc(F)c2)nnc1C1CCCCC1,-1,i,1,0,0,3,-9,2,-3
COc1ccccc1-n1c(SC)nc(O)cc1=O,-3,i,-2,6,-1,-10,2,6,-10
COc1cc(Br)cc2cc(C(=O)N3CCN(c4ccccn4)CC3)c(=O)oc12,-3,i,-2,-11,2,3,-8,2,0
O=c1c2cc(-c3ccccc3)sc2nc2n1N=C(c1ccccc1)CS2,-3,i,2,-4,-2,-8,-2,-4,1
O=C(CSCc1ccc(F)cc1)NCc1ccc2c(c1)OCO2,-4,i,2,2,-1,5,-9,-12,2
O=C(C1CCN(Cc2ccc(F)cc2)CC1)N(CCc1ccccc1)Cc1ccccc1,-2,i,5,-11,-7,-4,-1,-4,4
CCc1cc2c(=O)c(-c3nc4ccccc4n3C)coc2c(CN2CCCC(C)C2)c1O (centres undefined),1,x,10,-7,-3,1,7,-3,-3
NC(=O)c1cc2ccccc2o/c1=N\NC(=O)c1ccccc1O,1,i,-1,-9,-3,-3,-16,5,-4
Cc1cc(C)c2nc(NC(=O)c3ccc([N+](=O)[O-])o3)sc2c1,2,i,-1,2,-3,-15,3,-18,3
CCOC(=O)Cc1ccc(Nc2nc3cc(-c4ccccc4C)sc3c(=O)n2C)cc1,-4,i,-2,9,-8,7,3,-1,25
Cn1cc2c(=O)n(/N=C/c3ccccc3)cnc2n1,0,i,-1,-5,-3,1,0,2,-3
CN(C)C=Nc1ccc([N+](=O)[O-])c2ccccc12,-4,i,1,12,-4,-7,-10,-8,17
CC(OC(=O)C1CCCC1)C(=O)Nc1ncc(Cl)cc1Cl (centres undefined),1,i,-4,-8,-2,0,22*,3,-3
O=C(c1cccc2ccccc12)N1CCCCC1,-1,i,1,15,-1,1,-1,-2,-6
CCc1ccc(N2C(=O)C3ON(c4ccccc4)C(c4ccco4)C3C2=O)cc1 (centres undefined),-1,i,7,-8,-2,-2,1,14,9
CC1CC(C)CN(S(=O)(=O)c2cc3c4c(c2)CCN4C(=O)CC3)C1 (centres undefined),3,i,2,14,-2,-1,25*,2,-4
O=C(/C=C/c1ccccc1O)c1ccccc1,0,i,-1,26,-1,0,2,8,-1
Cc1ccsc1C(=O)OCC(=O)N1CCN(C(=O)c2ccco2)CC1,3,i,3,7,-11,-9,-8,3,-6
COc1ccc(-c2csc(NC(=O)c3ccccc3S(C)(=O)=O)n2)cc1,-1,i,1,-1,-8,1,-6,-10,8
O=C1c2[nH]nc(-c3ccccc3O)c2C(c2ccccc2)N1Cc1ccco1 (centres undefined),7,i,x,-8,-12,0,5,-12,-96
Oc1ccc(-n2cccc2/C=N/n2cnnc2)cc1,0,i,-3,9,-14,0,-2,-26,0
Cc1cccc(NC(=O)c2ccc(S(=O)(=O)N3CCCCCC3)cc2)n1,-4,i,-3,5,0,1,-9,16,8
COC(=O)C1OC2(OC1C(=O)OC)c1ccccc1-c1ccccc12 (centres undefined),-1,i,-3,8,-4,11,5,-1,-2
CCN(C(=O)Cn1c(=O)n(Cc2ccccc2)c(=O)c2ccccc21)c1cccc(C)c1,3,i,-4,1,-5,1,1,7,17
O=S(=O)(NCc1ccccc1)c1ccc(S(=O)(=O)NCC2CCCO2)cc1 (centres undefined),0,i,0,0,-12,4,4,7,0
COC(=O)N1C(=O)[C@](c2ccccc2)(C(C)C)N1C(=O)OC,0,i,-4,21,-3,7,-12,6,26
Cc1cc2ncc(-c3cccs3)nc2cc1C,2,i,-3,8,-2,4,3,3,11
O=C(Nc1cccc(S(=O)(=O)N2CCCC2)c1)c1cncc(Br)c1,7,i,3,-5,-1,-3,6,1,5
CC(=O)c1ccc(NC(=O)CCc2c(C)nc3ncnn3c2C)cc1,0,i,7,-24,-3,-10,0,-9,-6
COc1ccccc1C(=O)COC(=O)c1cc(S(=O)(=O)N2CCCCC2)ccc1N1CCOCC1,-2,i,-3,7,0,4,-19,-2,38
Cc1ccc(C(=O)N(CC(C)C)c2nc3ccccc3s2)o1,2,i,1,-2,-2,-7,-1,1,22
O=C(O)C1C2C=CC(C2)C1C(=O)Nc1cccc(C(F)(F)F)c1 (centres undefined),1,i,-3,-3,-2,-14,-1,-2,-1
CSc1ccc(C2=CC(=O)C[C@H](c3ccc4c(c3)OCO4)C2)cc1,2,i,2,2,-3,-1,-9,0,30
CC1(c2cccc(Br)c2)NC(=O)N(CC(=O)Nc2cccnc2Cl)C1=O (centres undefined),2,i,-1,1,-4,-13,-1,-13,2
CC(=O)CSc1nsc(SCC(C)=O)c1C#N,-1,i,2,-16,-7,-7,-29,-48,4
CCOC(=O)/C(C#N)=C\c1ccc(OCC(=O)Nc2ccc(C)cc2C)c(OC)c1,-1,x,-2,-10,-8,-4,-15,6,-5
CCN(CC)C(=O)Cn1c(=O)c2ccccc2n2c(=S)sc(-c3cccc(C)c3)c12,-1,i,-149,0,-10,-5,-36,-34,-29
CC(=O)c1ccc(Nc2nc(C(N)Cc3ccc(Cl)cc3)cs2)cc1 (centres undefined),-6,x,-7,9,0,-9,-7,-13,4
CCCNC(=S)N(Cc1cc2cc(C)ccc2n2nnnc12)CC(C)(C)CN(C)C,0,i,-2,11,-3,-4,-13,-90,10
COCCn1c(=O)[nH]c2cc(C(=O)NCCN3CCN(c4cccc(Cl)c4)CC3)ccc2c1=O,8,i,4,-4,5,-7,9,7,0
Cc1cc(C)cc(OCC(=O)NC2=NCCS2)c1,1,i,6,-15,-2,-6,-9,1,-6
COc1ccc(-c2oc3ccccc3c2C(=O)Oc2ccccc2)cc1,4,x,0,-5,-5,3,2,12,22
Cc1ccc(S(=O)(=O)NNC(=O)c2ccc(F)cc2)cc1,-3,i,0,-3,-1,-3,10,6,-4
COc1ccc(S(=O)(=O)N2CCOCC2)cc1NC(=O)COc1ccc(C)cc1,6,i,-1,6,-7,-1,-6,-25,6
CCn1c(=O)[nH]c2cc(C(=O)Nc3cc(C)cc(C)c3)ccc2c1=O,0,i,3,-9,-13,7,5,1,-2
CC(Sc1nc(N(C)C)nc(N2CCOCC2)n1)C(=O)Nc1ccccc1 (centres undefined),0,i,-3,2,-2,12,-3,-2,-1
Cc1ccc(S(=O)(=O)N2CCOCC2)cc1C(=O)Nc1ccc(C(N)=O)cc1,-2,i,-3,-18,-6,-7,6,-2,-1
COc1ccc(Cl)c(-c2cc(C(=O)NCc3ccc(C(F)(F)F)cc3)[nH]n2)c1,0,i,5,2,-1,2,-7,3,17
O=C(Cn1cc([N+](=O)[O-])cn1)NCCc1nc2ccccc2[nH]1,0,i,1,1,-3,0,-5,2,-6
Cc1ccccc1CN1C[C@H]2CON(C)[C@H]2C[C@H]1c1cccc(Br)c1,0,i,3,4,0,4,-7,3,22
COC(=O)Cc1c(C)nc2nc[nH]n2c1=O,3,i,2,17,-12,6,-2,2,-10
O=C(NC1CCN(Cc2ccccc2)CC1)C1CCN(S(=O)(=O)c2cccc3nsnc23)CC1,-5,i,5,5,-3,-2,-10,1,-2
CCOC(=O)[C@H]1CCC[C@@H](NS(=O)(=O)c2ccc(NC(C)=O)cc2)C1,1,i,-6,2,-3,-3,8,-2,0
CCN(CC)C(=O)COc1ccc2c(-c3ccc(OC)cc3)cc(=O)oc2c1,1,i,2,7,-4,-2,2,4,5
O=C(NCc1ccc(F)cc1)C1CCN(S(=O)(=O)c2ccc(Cl)cc2)CC1,3,i,1,17,-7,4,9,12,0
Cc1c(NC(=O)c2cccc(NC(=O)Cc3c(F)cccc3Cl)c2)c(=O)n(-c2ccccc2)n1C,2,i,6,-4,-8,-5,0,-78,0
O=C(c1cc([N+](=O)[O-])ccc1Cl)N1CCN(c2ccc(F)cc2)CC1,-1,i,2,11,1,-1,8,-3,19
Cn1c(=O)c2cc(NC(=O)NCc3ccccc3)ccc2n1Cc1cccc(C(F)(F)F)c1,1,x,7,4,-6,-4,-7,-1,6
CCC(C(=O)Nc1c[nH]c(=O)[nH]c1=O)c1ccccc1 (centres undefined),0,i,-1,0,-5,8,0,5,-12
O=C(Nc1cccnc1Cl)c1cc(-c2ccc(O)cc2)on1,4,i,-1,-4,-2,-9,10,1,-1
CC1(C)Cc2c(cnn2-c2cccc(F)c2)C(NC(=O)CCN2CCCC2=O)C1 (centres undefined),-2,i,0,-2,-1,0,-1,-9,2
CCc1ccc(CN2CCC(n3nccc3NC(=O)c3ccccc3OC)CC2)o1,3,i,1,8,-1,-8,3,-8,-4
CC1CCN(C(=O)COc2ccccc2F)CC1,4,i,-3,1,-3,-3,-31,10,-3

# Reprinted at random: three compounds from above, in no set order.
SMILES,Rin1 Abl inh,Neddyl block,MT1-MMP act inh,SKN-1 block,bovine MsrA act,E coli Lon inh,CendR NRP1 mod,MLLE-PAM2 inh,FAS TE block
CCOc1ccccc1Nc1nnc(SC(C)C(=O)Nc2nc(-c3ccccc3)cs2)s1 (centres undefined),0,i,-2,13,-2,-21,-2,-59,76*
CCN(CC)C(=O)Cn1c(=O)c2ccccc2n2c(=S)sc(-c3cccc(C)c3)c12,-1,i,-149,0,-10,-5,-36,-34,-29
COC(=O)Cc1c(C)nc2nc[nH]n2c1=O,3,i,2,17,-12,6,-2,2,-10

# An unsorted share of the library. Share with any hit: about 4%.
